# High-throughput results as filed in PubChem.
# PAFAH1B2 FP inh = blocks human PAF acetylhydrolase 1b catalytic subunit 2 | P68402 | recombinant PAFAH1B2, FP-rhodamine activity probe, fluorescence polarization | inhibition, % at 3.39 µM | hit rate 1.2% among 340,000;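 active means inhibition above the mean of all tested compounds plus 3 SD, cut at about 24% in these data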;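 further: 0% = enzyme with DMSO and 100% = wells lacking PAFAH1B2; many of its hits are not listed in these tables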
# Target sequence (P68402 whole entry, looked up): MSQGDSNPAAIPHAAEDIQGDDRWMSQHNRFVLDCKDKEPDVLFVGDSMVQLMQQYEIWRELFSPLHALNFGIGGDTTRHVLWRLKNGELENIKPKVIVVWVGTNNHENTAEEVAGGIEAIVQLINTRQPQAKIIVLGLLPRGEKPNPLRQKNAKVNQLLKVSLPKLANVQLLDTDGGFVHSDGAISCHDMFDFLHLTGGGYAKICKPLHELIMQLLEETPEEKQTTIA
# GSTO1 inh = counter-screen for RBBP9 inhibitors: inhibitors of human GSTO1; hit rate 1.1% among 300,000; inhibition, % at 5.96 µM; recombinant GSTO1, activity-based probe fluorescence polarization; P78417;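 active means inhibition above the campaign mean inhibition plus 3 SD, cut at about 35% in these data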;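 further: 0% = GSTO1-1 with DMSO and 100% = wells lacking GSTO1-1 enzyme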
# PAD4 FP inh = blocks human protein arginine deiminase 4. Q9UM07. recombinant PAD4, RCA probe fluorescence polarization. inhibition, % at 6.36 µM. hit rate 0.41% among 330,000. AID 485272;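 active means percent inhibition above a cutoff equal to the mean of all tested compounds plus 3 SD, cut at about 15% in these data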;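 further: 0% = PAD4 with RCA probe and DMSO and 100% = probe without PAD4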
# PME-1 primary = PME-1 (human) inhibition. Q9Y570. recombinant PME-1, FP-Rh probe fluorescence polarization. inhibition, % at 5.9 µM. hit rate 0.53% among 320,000. AID 2130;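 active means inhibition above the campaign mean of all compounds plus 3 SD, cut at about 26% in these data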;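 further: competitive labeling of PME-1 active site by serine hydrolase directed probe; 0% = PME-1 with DMSO and 100% = wells lacking PME-1 enzyme; inhibitors block probe labeling so polarization falls and inhibition rises; many of its hits are not listed in these tables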
# LYPLA1 inh = counter-screen for PME1 inhibitors: inhibitors of human LYPLA1 | inhibition, % at 5.9 µM | recombinant LYPLA1, FP-Rh probe fluorescence polarization | hit rate 0.16% among 320,000;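 active means inhibition above the mean of all tested compounds plus 3 SD, set per campaign, cut at about 14% in these data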;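 further: inhibitors block serine hydrolase probe labeling of LYPLA1 so polarization falls; 0% = enzyme with DMSO and 100% = wells lacking LYPLA1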
# Target sequence (O75608 whole entry, looked up): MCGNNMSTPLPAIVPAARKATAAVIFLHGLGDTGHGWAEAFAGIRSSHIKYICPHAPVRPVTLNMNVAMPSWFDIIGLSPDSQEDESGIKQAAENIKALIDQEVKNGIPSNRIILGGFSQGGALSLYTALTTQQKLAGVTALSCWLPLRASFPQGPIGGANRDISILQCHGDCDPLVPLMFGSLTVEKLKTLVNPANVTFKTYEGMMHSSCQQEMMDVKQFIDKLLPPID
# LYPLA2 counter = counter-screen for PME1 inhibitors: inhibitors of human LYPLA2; O95372; recombinant LYPLA2, FP-Rh probe fluorescence polarization; inhibition, % at 5.9 µM; hit rate 0.38% among 320,000; AID 2177;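 active means inhibition above the screen-wide mean plus 3 SD, limit set per campaign, cut at about 26% in these data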;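 further: 0% = LYPLA2 with DMSO and 100% = wells lacking LYPLA2 enzyme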
# Target sequence (O95372 whole entry, looked up): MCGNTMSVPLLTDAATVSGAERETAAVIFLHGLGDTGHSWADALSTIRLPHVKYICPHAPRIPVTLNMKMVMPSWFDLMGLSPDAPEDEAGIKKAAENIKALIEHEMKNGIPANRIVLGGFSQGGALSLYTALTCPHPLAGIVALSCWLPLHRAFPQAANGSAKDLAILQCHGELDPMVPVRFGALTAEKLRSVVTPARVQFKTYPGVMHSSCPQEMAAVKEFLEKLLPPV
# PAFAH1B3 FP inh = inhibitors of human PAFAH1B3. Q15102. recombinant PAFAH1B3, FP-rhodamine probe, fluorescence polarization. inhibition, % at 3.39 µM. hit rate 0.28% among 340,000;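 active means inhibition above the screen-wide average of all tested compounds plus 3 SD, cut at about 25% in these data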;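 further: 0% = enzyme with DMSO only and 100% = wells lacking PAFAH1B3 protein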
# Target sequence (Q15102 whole entry, looked up): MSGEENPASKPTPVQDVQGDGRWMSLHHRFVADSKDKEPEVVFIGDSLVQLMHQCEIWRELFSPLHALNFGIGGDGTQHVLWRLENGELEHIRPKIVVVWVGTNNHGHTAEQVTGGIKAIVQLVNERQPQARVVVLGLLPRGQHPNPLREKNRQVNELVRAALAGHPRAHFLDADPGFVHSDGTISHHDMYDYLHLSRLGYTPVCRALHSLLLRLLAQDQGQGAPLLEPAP
# pPAFAH FP inh = pPAFAH (human) enzyme inhibition | Q13093 | AID 463082 | inhibition, % at 3.39 µM | recombinant pPAFAH, FP-rhodamine probe fluorescence polarization | hit rate 1.5% among 330,000;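 active means inhibition above the mean inhibition across the screen plus 3 SD, cut at about 25% in these data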;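 further: inhibitors block binding of the rhodamine activity-based probe so polarization drops; 0% = enzyme with DMSO and 100% = wells lacking pPAFAH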
# PAFAH2 FP inh = PAFAH2 (human) inhibition; Q99487; recombinant PAFAH2, FP-rhodamine activity probe, fluorescence polarization; inhibition, % at 3.39 µM; hit rate 0.99% among 340,000;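 active means inhibition above the mean over all tested compounds plus 3 SD, cut at about 30% in these data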;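 further: inhibitors block probe labeling of enzyme so polarization drops; 0% = enzyme with DMSO and 100% = wells lacking PAFAH2 protein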
# * = called active by the depositor; x = no result given.
# Order of values – PAFAH1B2 FP inh	GSTO1 inh	PAD4 FP inh	PME-1 primary	LYPLA1 inh	LYPLA2 counter	PAFAH1B3 FP inh	pPAFAH FP inh	PAFAH2 FP inh
O=C(O)CCN1C(=O)/C(=C\c2cccc(OCC(=O)Nc3ccc(Cl)cc3)c2)SC1=S
    7.7	-66.5	-12.1	10.6	-8.9	1.0	0.4	24.4	4.6
CCc1ccc(-n2c(SCC(=O)Nc3cccc(S(=O)(=O)NC4=NCCCCC4)c3)nc3ccccc3c2=O)cc1
    -0.2	-67.7	-2.8	-48.4	-9.8	-34.7	7.1	2.4	-7.2
Cc1occc1C(=O)Nc1cccc([N+](=O)[O-])c1C
    1.2	-7.4	-5.2	2.5	0.7	6.5	-3.7	3.8	4.6
O=C(NC1CCCCC1)N1CCCCCC1
    9.6	-4.8	2.4	0.9	-0.5	0.2	14.7	6.0	0.3
O=C(CSc1ccccc1)NCc1ccccn1
    6.0	0.9	-0.9	-0.8	-0.9	-5.4	6.5	6.6	1.1
Cc1cccc(-n2c(C)cc(/C=C3\C(=N)N4N=C(CC(C)C)SC4=NC3=O)c2C)c1
    3.2	-6.5	2.8	-4.4	1.6	1.9	0.1	0.9	-3.7
CCOCC(=O)NCc1ccc2c(c1)OCO2
    7.5	15.2	-2.7	0.8	0.7	2.2	-8.7	3.8	-0.5
Cc1cc(C)c(S(=O)(=O)N2CCc3ccccc32)c(C)c1
    -2.5	2.3	4.9	-2.2	-3.9	0.2	-6.2	-1.4	-6.3
CCCN1CCN(C(=O)C(NC(=O)c2ccco2)C(C)C)CC1 (stereo not given)
    -3.5	0.2	-1.9	-3.7	5.7	-1.5	-1.2	1.8	21.8
Cc1cc(NC(=O)CSc2nnc(C)c(=O)n2N)no1
    -4.8	5.3	2.8	0.9	-1.2	-2.4	-0.3	3.9	-1.7
CCN(CC)c1ccc(NC(=O)c2ccccc2F)cc1S(=O)(=O)Nc1ccccc1OC
    3.6	-6.7	-6.2	-2.5	-10.0	-3.5	1.3	1.8	2.8
NS(=O)(=O)c1ccc(CCNC(=S)NC(=O)c2ccccc2Br)cc1
    -0.8	x	-8.2	x	x	x	6.9	2.8	-0.6
O=C(O)CCN1C(=O)NC2(CCCC2)C1=O
    3.7	-7.5	-14.3	-2.6	-0.9	-0.8	10.1	-10.8	6.8
CC(C)N1CC(C(=O)Nc2ccccc2)CC1=O (stereo not given)
    1.2	-1.7	3.3	2.5	0.7	0.0	7.9	5.0	4.1
CCSc1nnc(NC(=O)c2c(C)noc2C)s1
    -2.2	0.1	-11.9	-9.0	-0.1	-8.8	4.2	-5.6	-6.1
Cc1ccc(NC(=O)CSc2ccc(-c3cccnc3)nn2)cc1Cl
    5.2	-6.5	-6.0	-1.0	1.3	-3.0	9.7	3.4	0.4
CCc1ccc(NC(=O)c2ccc(NC3=NC4CS(=O)(=O)CC4S3)cc2)cc1 (stereo not given)
    3.7	-4.2	0.4	1.6	-3.6	-7.1	8.8	0.4	3.5
COc1ccc(C(=O)Nc2cccc3c2C(=O)NC3=O)cc1S(=O)(=O)N1CCOCC1
    -8.6	1.8	-5.5	2.2	0.7	-1.1	-13.3	4.8	-25.2
Cc1c(C)c2ccc(OCC(=O)N[C@@H](Cc3c[nH]c4ccccc34)C(=O)O)cc2oc1=O
    3.2	-4.4	0.2	-5.5	-0.2	8.8	2.3	0.9	1.5
Cc1ccc(Nc2ncccc2C(N)=O)cc1
    3.3	4.2	7.4	-1.6	1.8	-0.4	-9.4	1.5	0.7
O=C(OCCOCn1cc(Br)c(=O)[nH]c1=O)c1ccccc1
    x	-4.5	-0.9	-8.5	-1.2	0.2	x	-4.8	x
Cc1ccnc(NC(=O)c2ccc(S(=O)(=O)c3ccccc3)cc2)c1
    10.3	-1.4	-0.4	12.5	1.4	6.1	11.4	-5.2	1.8
CCCC(c1nnnn1CC1CCCO1)N1CCN(c2cc(Cl)ccc2C)CC1 (stereo not given)
    -1.3	-2.7	1.4	0.8	-1.3	-1.9	3.6	-0.9	0.4
O=C(Cn1nc(Cc2ccncc2)c2ccccc2c1=O)N1CCN(C(=O)c2ccco2)CC1
    1.7	4.8	-17.4	-7.8	-1.2	-11.3	12.6	-7.0	5.7
COc1ccccc1N(C(=O)c1csnn1)C(C(=O)NC1CCCC1)c1ccccc1 (stereo not given)
    3.8	3.5	-5.9	0.0	-0.9	-0.4	2.7	-1.1	7.4
Cn1c(/C=N/O)nc2ccccc21
    7.4	9.2	-1.6	-9.6	0.2	-3.8	4.8	2.2	-3.4
COc1ccc(-c2c(C#N)c(N)nc3c2CCCC3)cc1OC
    4.5	-3.0	-0.8	2.5	2.3	8.8	-1.8	2.3	16.4
CC(C(=O)OCC(=O)Nc1ccc(S(N)(=O)=O)cc1)N1C(=O)c2ccccc2C1=O (stereo not given)
    4.6	x	-5.8	x	x	x	6.9	-1.2	-1.8
CC(C)c1ccc(NC2CCCN(C(=O)c3ccoc3)C2)cc1 (stereo not given)
    2.3	-0.3	0.5	-1.5	0.6	4.0	8.2	2.4	4.3
O=C(NCc1ccc(Cl)cc1)C(=O)NCC(c1ccco1)N1CCOCC1 (stereo not given)
    3.6	-7.2	-4.8	-0.1	1.5	3.9	6.3	6.8	-2.8

# Sorted by count of non-hydrogen atoms (highest first): eight of the compounds above
# Order of values – PAFAH1B2 FP inh	GSTO1 inh	PAD4 FP inh	PME-1 primary	LYPLA1 inh	LYPLA2 counter	PAFAH1B3 FP inh	pPAFAH FP inh	PAFAH2 FP inh
Cc1c(C)c2ccc(OCC(=O)N[C@@H](Cc3c[nH]c4ccccc34)C(=O)O)cc2oc1=O
    3.2	-4.4	0.2	-5.5	-0.2	8.8	2.3	0.9	1.5
O=C(O)CCN1C(=O)/C(=C\c2cccc(OCC(=O)Nc3ccc(Cl)cc3)c2)SC1=S
    7.7	-66.5	-12.1	10.6	-8.9	1.0	0.4	24.4	4.6
CC(C(=O)OCC(=O)Nc1ccc(S(N)(=O)=O)cc1)N1C(=O)c2ccccc2C1=O (stereo not given)
    4.6	x	-5.8	x	x	x	6.9	-1.2	-1.8
CCc1ccc(NC(=O)c2ccc(NC3=NC4CS(=O)(=O)CC4S3)cc2)cc1 (stereo not given)
    3.7	-4.2	0.4	1.6	-3.6	-7.1	8.8	0.4	3.5
O=C(NCc1ccc(Cl)cc1)C(=O)NCC(c1ccco1)N1CCOCC1 (stereo not given)
    3.6	-7.2	-4.8	-0.1	1.5	3.9	6.3	6.8	-2.8
Cc1occc1C(=O)Nc1cccc([N+](=O)[O-])c1C
    1.2	-7.4	-5.2	2.5	0.7	6.5	-3.7	3.8	4.6
CCSc1nnc(NC(=O)c2c(C)noc2C)s1
    -2.2	0.1	-11.9	-9.0	-0.1	-8.8	4.2	-5.6	-6.1
Cn1c(/C=N/O)nc2ccccc21
    7.4	9.2	-1.6	-9.6	0.2	-3.8	4.8	2.2	-3.4

# The list goes on:
# Order of values – PAFAH1B2 FP inh	GSTO1 inh	PAD4 FP inh	PME-1 primary	LYPLA1 inh	LYPLA2 counter	PAFAH1B3 FP inh	pPAFAH FP inh	PAFAH2 FP inh
CC(=O)c1c(C)[nH]c(C(=O)COC(=O)CCOc2ccc(C)cc2)c1C
    3.0	-1.8	-5.3	2.3	-1.6	-2.2	1.0	2.5	-5.6
Cc1nc2sccn2c(=O)c1Cl
    9.9	4.6	2.9	-4.4	-0.2	8.2	4.4	1.1	-2.4
COc1ccc(-n2nc(C(=O)NCc3cc(OC)ccc3OC)c3c4ccccc4n(C)c3c2=O)cc1
    -3.9	-0.3	-3.1	-0.7	-4.3	-3.4	4.9	4.0	0.2
O=C1CC(N2CCN(c3ccc(F)cc3)CC2)C(=O)N1c1ccccc1 (stereo not given)
    5.0	6.5	-2.4	-3.5	-3.9	-3.8	3.9	4.4	5.8
CS/C(=N/S(=O)(=O)c1ccc(C)cc1)c1ccccc1
    7.3	8.7	-1.6	5.6	-1.9	3.8	6.6	-0.7	-17.0
O=C(Cc1cc(=O)[nH]c(=O)[nH]1)NCc1ccc(Cl)cc1
    -0.7	15.8	0.0	0.9	0.1	-1.0	-1.2	-3.5	-6.0
Nc1ccc(C(=O)Oc2ccc([N+](=O)[O-])cc2)c(O)c1
    x	4.6	-1.9	-4.3	-0.4	8.6	x	13.0	x
CCc1noc(C)c1C(=O)Nc1cc(S(=O)(=O)N2CCOCC2)ccc1OCC(F)(F)F
    1.9	-6.1	0.3	3.8	0.8	5.2	-0.2	-3.8	5.9
CNc1oc(-c2cccc3ccccc23)nc1C#N
    -1.4	0.9	0.7	5.9	17.0*	7.0	4.6	9.0	-6.2
O=C(Nc1ccc2cn[nH]c2c1)c1ccc(Cl)c(S(=O)(=O)N2CCOCC2)c1
    -2.1	0.9	-3.7	-10.8	-13.2	-27.6	9.8	-6.6	4.7
O=C(NCc1ccccc1)C1CCN(S(=O)(=O)c2ccc(N3CCCC3=O)cc2)CC1
    2.9	3.9	-2.9	-5.2	1.3	2.9	7.5	-1.4	-0.2
C[C@H](N)c1nnc(SCC(=O)N(C)C)o1
    -1.4	-6.2	-3.4	0.9	1.0	-4.6	12.6	0.4	5.2
CC[C@@]1(c2ccccc2OC)ON(c2ccccc2C(F)(F)F)C1=O
    7.0	x	-4.2	0.5	-1.0	-4.6	10.0	-9.4	0.0
Cc1nc2cc(NCc3nc4ccccc4n3Cc3ccccc3)ccc2n1C
    7.2	16.7	-3.5	-2.4	-1.8	8.1	-1.2	9.2	-19.5
COC(=O)c1cscc1NC(C)=O
    1.7	2.6	3.5	-6.5	0.6	0.0	6.1	1.2	-2.5
Nc1cc(S(=O)(=O)N2CCCCC2)ccc1Oc1ccc(Cl)cc1
    3.2	0.2	-0.2	0.8	-4.2	-2.0	3.0	2.2	6.5
CC(C)(C)C(=O)N1CCN(c2ccc(Cl)cc2[N+](=O)[O-])CC1
    2.3	0.4	-10.0	-0.1	1.6	0.1	3.1	7.7	-0.4
O=C(N/N=C/c1ccccc1C(=O)O)c1ccc(COc2cccc3cccnc23)cc1
    1.5	-3.9	-3.7	-4.1	-1.6	3.2	4.1	10.2	3.7
COc1ccc(NC(=O)c2ccc(COc3ccccc3Br)o2)cc1OC
    3.2	-3.0	3.8	9.2	-2.7	4.8	7.5	17.6	-20.2
Cc1ccc(C(=O)NCCN2C3=NC[C@H](C(C)C)N3C[C@H]2Cc2ccc(O)cc2)cc1Br
    -2.7	5.6	-3.2	1.3	-0.7	2.8	-4.0	4.2	6.2
COc1cccc(/C=C/C(=O)OCC(=O)NCc2ccc3c(c2)OCO3)c1
    3.8	x	0.8	x	x	x	6.2	2.2	35.2*
CC(C)NC(=O)CSc1nnc(-c2ccncc2)n1-c1ccccc1
    -3.6	-2.7	-0.5	-1.7	1.9	-1.3	-3.5	-3.2	-6.7

# Structures above that bear a hit mark in PAFAH2 FP inh:
mol	PAFAH1B2 FP inh	PAD4 FP inh	PME-1 primary	PAFAH1B3 FP inh	pPAFAH FP inh	PAFAH2 FP inh
COc1cccc(/C=C/C(=O)OCC(=O)NCc2ccc3c(c2)OCO3)c1	3.8	0.8	x	6.2	2.2	35.2*

# An excerpt; count on the stated rates, not on these rows.
